Insulin prom inh: TRM-6 insulin promoter activity inhibition; inhibition, % at 2 µM; AID 1273; TRM-6 cells (human fetal islet line), insulin promoter-eGFP reporter, imaging; reporter expression induced with tamoxifen; 0.9% of 130,000 active;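 active = inhibition above the mean plus 3 SD, with well images judged a real hit on visual review, cut at about 60% in these data, passing the limit was not always enough; inconclusive = inhibition over the cutoff but images rejected on review; inactive = inhibition not above the cutoff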
sdo1 growth: restores growth of sdo1-depleted yeast; S. cerevisiae sdo1-depleted JHY4D growth rescue, OD600 30 h; stronger effect = higher value; pdr5 snq2 efflux-pump mutant strain; z-score at 10 µM; 0.21% of 140,000 active; AID 817;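 active = z-score above 3 at both the 24 hr and the 30 hr optical density reads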;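 also: z-score against mean and SD of all compound wells on the same plate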
sdo1 growth Rescue 24 h: also measured in sdo1 growth; calls as there; z-score; S. cerevisiae sdo1-depleted JHY4D growth rescue, OD600; measured here: growth rescue at 24 h;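 0 is the plate mean of compound wells and units are plate SD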
An asterisk follows results filed as active; ? = inconclusive; nt = no result given.

no.	mol	Insulin prom inh	sdo1 growth	sdo1 growth Rescue 24 h
1	COc1ccc(-c2nnc(SCC(=O)NC(C)C)n2CC2CCCO2)cc1OC (stereo not given)	nt	0.83	0.62
2	COc1cc(NC(=S)Nc2cccnc2)cc(OC)c1OC	nt	-0.01	-0.29
3	CCOC(=O)CN1NC2(CCCC(C)C2)NC1=S (stereo not given)	-40.7	1.11	-0.12
4	CC(=C\C(=O)O)/C(=C/c1ccccc1)C(=O)O	24.1	0.86	-0.16
5	CC(C)(C)NS(=O)(=O)c1ccc(CCC(=O)NCc2ccc3c(c2)OCO3)cc1	-24.1	0.16	-0.23
6	N#CCC1c2ccccc2CCN1C(=O)Nc1cccc(C(F)(F)F)c1 (stereo not given)	24.4	0.1	-0.49
7	O=S(=O)(Nc1ccc(-c2csc(-c3ccccc3)n2)cc1)c1ccc(F)cc1	7.4	-2.52	-2.31
8	CCOc1ccc(NC(=O)CSC2=C(C#N)C(c3ccc4c(c3)OCO4)CC(=O)N2)cc1 (stereo not given)	nt	0.77	0.96
9	CCC(C)(C)n1nnnc1C(c1ccc2ncccc2c1)N1CCN(Cc2ccc3c(c2)OCO3)CC1 (stereo not given)	nt	2.41	1.06
10	COC(=O)c1cnn2c(C(F)(F)F)cc(-c3ccco3)nc12	-66.7	-0.75	-1
11	O=[N+]([O-])c1ccc(NCCNCCOc2nonc2-c2ccccc2)c([N+](=O)[O-])c1	-5.6	nt	nt
12	N#C/C(=C\c1c(Cl)cccc1Cl)c1nc2ccccc2o1	-1.6	-1.58	-1.91
13	O=C(Nc1ccc(-n2cccc2)cc1)C1CC1	0.0	nt	nt
14	CC1(C)N([O-])C(c2cccs2)=C[N+]1=O	-37.5	0.35	0.09
15	CCCCOc1ccc(C(=O)NN2CCN(C)CC2)cc1	0.0	-0.2	-0.12

In the list so far, 4 have a halogen:
no.	mol	Insulin prom inh	sdo1 growth	sdo1 growth Rescue 24 h
6	N#CCC1c2ccccc2CCN1C(=O)Nc1cccc(C(F)(F)F)c1 (stereo not given)	24.4	0.1	-0.49
7	O=S(=O)(Nc1ccc(-c2csc(-c3ccccc3)n2)cc1)c1ccc(F)cc1	7.4	-2.52	-2.31
10	COC(=O)c1cnn2c(C(F)(F)F)cc(-c3ccco3)nc12	-66.7	-0.75	-1
12	N#C/C(=C\c1c(Cl)cccc1Cl)c1nc2ccccc2o1	-1.6	-1.58	-1.91

(further entries)
no.	mol	Insulin prom inh	sdo1 growth	sdo1 growth Rescue 24 h
16	Cc1cccc(C(=O)OCC(=O)Nc2sc3c(c2C#N)CCC3)c1	27.6	1.54	1.79
17	Cc1ccccc1Nc1nnc(SCc2cc([N+](=O)[O-])cc3c2OCOC3)s1	nt	-1.09	-1.12
18	O=C(CN1C(=O)COc2ccccc21)NCCC1=CCCCC1	12.5	-0.1	-0.64
19	Cc1sc2c(=O)n3c(nc2c1C(=O)NC1CCCCC1)CCCCC3	-10.3	-1.31	-0.89
20	CC(=O)Nc1nnc(C2=COCCO2)o1	-154.6	nt	nt
21	COc1cc(OC)cc(C(=O)Nc2nc(-c3ccccc3)c(-c3ccccc3)o2)c1	9.7	-1.1	-0.84
22	COc1ccc(OC)c(-c2csc(NC(=O)CSc3ccccc3)n2)c1	16.7	-0.7	0.11
23	COCC(=O)Nc1sc2c(c1C(=O)OC)CCCC2	-380.0	-0.62	-0.53
24	C=CCNC(=O)CSc1nnc(-c2ccccc2Br)n1-c1cccc(C(F)(F)F)c1	-27.3	-0.7	-1.28
25	CCN1CCN(c2nc(N)c([N+](=O)[O-])c(Nc3ccc(C)cc3)n2)CC1	-67.7	0.29	-0.08
26	CCOc1ccccc1N(CC(=O)OC)S(C)(=O)=O	-14.3	0.45	0.22
27	COc1ccc(CN(CC(=O)NCC2CCCO2)C(=O)CNS(=O)(=O)c2ccc(C)cc2)cc1 (stereo not given)	-52.8	0.9	0.65
28	Cc1[nH]c2c(C)cccc2c1CC(=O)O	25.0	nt	nt
29	Cc1cc(NS(=O)(=O)c2ccc(NC(=O)c3ccco3)cc2)nc(C)n1	32.4	1.82	1.41
30	O/N=C1\CC/C(=N\O)c2nn(-c3ccccc3Cl)nc21	nt	0.7	1.34

Whole records as entered above. Values in the order: Insulin prom inh | sdo1 growth | sdo1 growth Rescue 24 h
Cc1cc(NS(=O)(=O)c2ccc(NC(=O)c3ccco3)cc2)nc(C)n1 as listed: 32.4 | 1.82 | 1.41
O=C(CN1C(=O)COc2ccccc21)NCCC1=CCCCC1 as listed: 12.5 | -0.1 | -0.64
Cc1ccccc1Nc1nnc(SCc2cc([N+](=O)[O-])cc3c2OCOC3)s1 as listed: nt | -1.09 | -1.12

Continuation:
no.	mol	Insulin prom inh	sdo1 growth	sdo1 growth Rescue 24 h
31	c1ccc(-c2cc3c(nn2)CCc2nonc2-3)cc1	31.6	0.18	-0.14
32	O=C1N=C2SCCN2/C1=C\c1ccccc1Cl	nt	2.21	1.27
33	C(=C\c1ccccc1)/CSc1nnc(-c2ccccc2)n1Cc1ccco1	41.2	-0.7	-0.28
34	Cc1ccccc1S(=O)(=O)Cc1ccc(C(=O)N2CC(C)CC(C)C2)o1 (stereo not given)	nt	-0.61	-0.16
35	CS(=O)(=O)N1CCCC(C(=O)NCc2ccco2)C1 (stereo not given)	-4.3	0.49	-0.05
36	O=C(CC1SC2=NCCN2C1=O)Nc1ccccc1 (stereo not given)	nt	0.12	0.29
37	O=C(N/N=C1\CCCc2ccccc21)c1ccc([N+](=O)[O-])cc1	17.3	2.4	3.14
38	CCc1ccc(C(=O)NC2CCCCC2)s1	-159.4	0.46	0.38
39	C/C(=C\c1ccccc1)C(=O)NCCN1CCOCC1	-28.6	nt	nt
40	COc1ccc(Br)cc1S(=O)(=O)N(CC(=O)N1CCOCC1)c1ccccc1	-86.7	0.46	-0.42
41	CCN(CC)CC(=O)N1c2ccccc2Sc2ccc(Cl)cc21	-262.2	0.88	-0.16
42	COc1cccc(-n2nnnc2SCC(=O)c2ccc(NC(C)=O)cc2)c1	nt	-0.49	0.73
43	CC(C)CNC(=O)c1cccc(NC(=O)c2ccc(NC(=O)c3ccco3)cc2)c1	28.6	0.07	0.55
44	COc1ccc(C=C2C(=O)c3ccccc3C2=O)cc1O	-41.7	nt	nt
45	Cc1nn(-c2nc3ccccc3s2)c(N)c1-c1ccc(Cl)cc1	?	-2.14	-1.25

no.	mol	Insulin prom inh	sdo1 growth	sdo1 growth Rescue 24 h
46	CCOc1ccc(-n2nnnc2-c2nc3ccccc3s2)cc1	-40.0	0.66	1.33
47	Clc1ccc(Cn2nnc(-c3ccc(CN4CCOCC4)cc3)n2)cc1	nt	-2.48	-1.03
48	O=C(CNC(=O)c1ccco1)Nc1cc(Cl)ccc1N1CCOCC1	-18.2	-0.34	-0.44
49	Cc1ccc(C2CCN(C(=O)Nc3ccccc3)C2)cc1 (stereo not given)	nt	-0.71	-0.82
50	COc1cc(/C=C/C(=O)OCC(=O)Nc2ccccc2Sc2ccc(Cl)cc2)ccc1O	7.1	-0.99	-0.7
51	CCC(C)(C)NC(=O)Cc1ccc(OC)c(OC)c1	-7.7	-0.21	-0.61
52	Cc1ccccc1Cn1ccc(-c2ccc3c(c2)OCO3)n1	-32.3	-0.21	-0.62
53	CCOC(=O)c1ccc(NC(=O)CSc2nc(NC(=O)c3ccccc3)c3c(C)c(C)oc3n2)cc1	-43.9	0.01	-0.13
54	CC(=O)Nc1ccc2oc(-c3ccccc3Br)nc2c1	27.3	-0.81	-1.5
55	Cc1ccc(NC(=O)C2CCN(S(=O)(=O)c3c(C)[nH]c(=O)[nH]c3=O)CC2)cc1	-6.8	0.81	0.09
56	O=S(=O)(N/N=C\c1ccc(-c2ccccc2Cl)o1)c1ccccc1	-62.8	-1.06	-0.6
57	COCCCNc1nc2ccccc2nc1NS(=O)(=O)c1ccccc1	15.0	nt	nt
58	COc1ccc(C2SC[C@@H](C(=O)O)N2C(C)=O)cc1 (stereo not given in full)	-42.1	-0.11	-0.75
59	COc1ccc(NC(=O)COC(=O)[C@@H]2CCCN2C(=O)c2cccs2)cc1	-8.1	0.2	0.43
60	NC(=O)COC(=O)c1cccc2c1-c1ccccc1C2=O	-5.3	nt	nt

no.	mol	Insulin prom inh	sdo1 growth	sdo1 growth Rescue 24 h
61	CCN(CCCNC(=O)C1CCN(S(=O)(=O)N2CCC3(CC2)OCCO3)CC1)c1ccccc1	-46.9	1.52	2.19
62	COc1ccccc1N(CC(O)COc1ccc(C)cc1)S(=O)(=O)c1ccccc1 (stereo not given)	nt	-0.49	-0.13
63	CC(=O)N1CCc2cc(S(=O)(=O)CCC(=O)Nc3ccc4c(c3)OCCO4)ccc21	-50.0	0.18	-0.18
64	Cc1ccc(Nc2nnc(SC(C)C(=O)Nc3c(C)n(C)n(-c4ccccc4)c3=O)s2)cc1 (stereo not given)	nt	1	0.72
65	Cc1noc(C)c1C(=O)N1CCN(c2ncccn2)CC1	6.9	1.55	0.69
66	O=c1[nH]c(CSc2nnc(-c3cccnc3)n2C2CCCCC2)nc2ccccc12	39.3	-0.31	-0.84
67	COc1ccc(/C=N/NC(=O)c2cccc(Br)c2)cc1CSc1ccccn1	nt	-1.3	-1.65
68	COc1ccc(CN=C2NC(=O)CC(C(=O)Nc3cc(C)cc(C)c3)S2)cc1 (stereo not given)	3.3	0.47	-0.02
69	CCn1cc(C(=O)N2CCOCC2)c(=O)c2cc(S(=O)(=O)N(C)C3CCCCC3)ccc21	-28.6	0.85	0.69
70	COc1ccccc1N1CCN(Cc2cc(=O)n3ccsc3n2)CC1	11.1	-0.04	-0.3
71	COC(=O)c1cc(NC(=O)Cc2ccccc2[N+](=O)[O-])ccc1Cl	-81.2	0.52	0.5
72	O=C(c1ccc(Sc2ccc(F)cc2)c([N+](=O)[O-])c1)N1CCOCC1	-70.4	nt	nt
73	Cc1ccc(C(=O)/C=C/c2cn(CC(O)CN3CCOCC3)c3ccccc23)cc1 (stereo not given)	nt	-0.92	-0.51
74	Cc1cc(Cl)ccc1NC(=S)NCCN1CCOCC1	32.4	0.78	0.34
75	O=C(NCc1ccccc1)c1ccc2c(c1)C(=O)N(Cc1ccncc1)C2=O	-20.0	-0.54	-0.64

no.	mol	Insulin prom inh	sdo1 growth	sdo1 growth Rescue 24 h
76	CSc1nc(N)nc(SC2C=CCCC2)c1C#N (stereo not given)	-311.1	-1.06	-0.2
77	COc1ccc(C2CC(c3cccs3)=Nc3ccccc3S2)cc1OC (stereo not given)	-107.7	-1.34	-1.24
78	CCCCNC(=O)c1sc2ncnc(N3CCc4ccccc4C3)c2c1C	-5.7	-1.59	-1.73
79	CCn1c2ccc(CC(=O)O)cc2c2cc(CC(=O)O)ccc21	18.5	0.77	0.25
80	CC(=O)C1=C(c2ccc(Br)cc2)C(=O)c2ccccc2C1=O	60.7	-1.87	-1.84
81	O=C(c1ccccc1)n1nc(-c2ccccc2)nc1NCc1ccco1	nt	-0.98	-0.99
82	Cc1ccc(S(=O)(=O)n2nc(-c3ccco3)nc2SCc2ccccc2)cc1	55.6	-0.3	0.02
83	CC(=O)c1sc(NC(=O)c2c(F)cccc2F)nc1-c1ccccc1	4.8	nt	nt
84	Cc1cc(NC(=O)CSCCO)no1	24.3	0.77	-0.14
85	CCOC(=O)c1ccc(-c2ccc(CO)o2)cc1	nt	0.73	0.55
86	Cc1cccc(N2CCN(C(=O)COc3cccc4c3OC(C)(C)C4)CC2)c1C	nt	-0.68	-0.74
87	CCOc1ccc2nc(NC(=O)CCC(=O)c3cccs3)sc2c1	-6.9	0.32	1.67
88	Cc1cccc(CSc2nnc(Cn3c(=O)sc4ccccc43)n2C)c1	nt	1.51	2.66
89	N#Cc1cc(-c2ccccc2)nnc1Sc1ccc(F)cc1	16.7	-0.46	0.33
90	COCCn1nnnc1C(c1cc2cc(C)ccc2[nH]c1=O)N1CCN(C2CCCCC2)CC1 (stereo not given)	nt	1.26	0.75

no.	mol	Insulin prom inh	sdo1 growth	sdo1 growth Rescue 24 h
91	O=C(CSc1nnc(-c2cccnc2)n1C1CCCCC1)NC1CCCC1	-8.3	0.9	0.87
92	COc1ccc(NC(=O)CC(C)C)c(OC)c1	-8.3	1.83	2.69
93	CCOC(=O)C(=O)Nc1nnc(Cc2ccc(OC)c(OC)c2)s1	52.6	0.33	-0.2
94	Cc1cc(N2CCCc3ccccc32)n2ncnc2n1	nt	1.58	1.76
95	Cc1noc(/C=C/N(C)C)c1S(=O)(=O)N1CCCC(C(=O)NCc2ccccc2Cl)C1 (stereo not given)	nt	0.61	-0.38
96	Cc1ccc(NC(=O)CN2C(=O)N/C(=C/c3ccco3)C2=O)cc1	4.5	-0.24	0.3
97	Cc1cc(C)c(NC(=O)CO/N=C2\CCCc3nonc32)c(C)c1	10.0	0.2	-0.7
98	Cc1cc(C(=O)NC(=S)Nc2cccc(C(=O)O)c2C)ccc1[N+](=O)[O-]	18.2	nt	nt
99	CCc1ccc(Nc2ncc3c(n2)CC(c2ccco2)CC3=O)cc1 (stereo not given)	?	-0.27	0.01
100	CC1CCc2c(sc(N)c2C(=O)OC(C)C)C1 (stereo not given)	7.1	0.63	0.67
101	Cn1c(/C(C#N)=C/C2CC=CCC2)nc2ccccc21 (stereo not given)	nt	-0.7	0.28
102	CCOC(=O)c1sc2cccc(Cl)c2c1N	43.8	-1.11	-0.61
